Screens as filed in PubChem BioAssay.
SNCA expr inh: Primary qHTS assay for inhibitors of alpha-synuclein gene (SNCA) expression; hit rate 0.17% among 140,000; HEK-293 SNCA-luciferase knock-in, luminescence, 24 h; Potency, µM (doses to about 57.2 µM), inactives show at the highest dose activity change, negative = inhibition, usual class: inhibitors;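 note: potency is the fitted concentration of half-maximal effect; plate controls were DMSO cells for no effect and cell-free wells for full effect; nearly all actives have a fitted effect of over 45% in size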
FLuc inh: Firefly luciferase inhibition profiling of diverse chemical library using quantitative high-throughput screening | Luciferin 4-monooxygenase (Photinus pyralis), P08659 | Potency, µM (highest dose often 115 µM), for the others: at the highest dose activity change, negative = inhibition, most hits filed as inhibitors | hit rate 2.5% among 76,000 | purified P. pyralis luciferase, luminescence, biochemical; note: potency is the fitted concentration of half-maximal effect; nearly all actives have a fitted effect of over 65% in size
Target sequence (P08659 whole entry, looked up): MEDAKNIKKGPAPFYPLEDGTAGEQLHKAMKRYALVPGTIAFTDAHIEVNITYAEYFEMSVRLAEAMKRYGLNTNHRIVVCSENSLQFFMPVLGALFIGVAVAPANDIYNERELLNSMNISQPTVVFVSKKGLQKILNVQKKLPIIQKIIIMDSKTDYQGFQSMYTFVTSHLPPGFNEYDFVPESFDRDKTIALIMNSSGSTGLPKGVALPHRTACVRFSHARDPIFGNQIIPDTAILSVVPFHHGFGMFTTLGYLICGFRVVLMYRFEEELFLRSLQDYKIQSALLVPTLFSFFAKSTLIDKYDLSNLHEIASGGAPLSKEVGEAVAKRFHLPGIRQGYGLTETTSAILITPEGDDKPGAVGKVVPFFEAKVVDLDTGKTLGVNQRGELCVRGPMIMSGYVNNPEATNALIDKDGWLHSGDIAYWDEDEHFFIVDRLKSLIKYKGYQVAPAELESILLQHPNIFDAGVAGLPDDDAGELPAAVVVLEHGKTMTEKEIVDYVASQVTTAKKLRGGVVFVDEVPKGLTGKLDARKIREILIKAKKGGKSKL
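Purified P. pyralis luciferase (10nM final) in 50mM Tris acetate pH 7.5, 10mM Mg acetate, 0.01% Tween-20, 0.05% BSA with 10uM D-luciferin and 10uM ATP. Compounds titrated qHTS. Luminescence imaged on CCD.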
NIH3T3 tox: Cytotoxic Profiling in NIH 3T3 Cell Line of Diverse Libraries Using Quantitative High-Throughput Screening | NIH 3T3 viability, CellTiter-Glo ATP luminescence, 48-72 h | hit rate 4.3% among 94,000 | Potency, µM (doses to about 96.7 µM), for the others: at the top dose activity change, negative = cytotoxicity, most hits filed as inhibitors | AID 1345082, 2018; note: potency is the fitted concentration of half-maximal effect; nearly all actives have a fitted effect of over 55% in size
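First NIH 3T3 cells are plated at 400 cells/well; next compound is pinned in; then plates incubate 48 or 72 hr at 37 °C; finally CellTiter-Glo is added and luminescence read after 10 min.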
HEK293 viab: GF-AFC viability counterscreen for inhibitors of alpha-synuclein gene (SNCA) expression; HEK-293-SNCA-luc viability, GF-AFC fluorescence, 24 h; Potency, µM (highest dose often 57.1 µM), without a hit: at the top dose activity change, negative = cytotoxicity, most hits filed as cytotoxic; hit rate 0.12% among 150,000; AID 1671193, 2021;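 note: potency is the fitted concentration of half-maximal effect; 0% = DMSO-treated cells and -100% = medium-only wells without cells; nearly all actives have a fitted effect of over 30% in size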
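HEK-293-SNCA-luc cells (1500/well) plated 24 h, then exposed 24 h to a dilution series; GF-AFC added 30 min at 37C, fluorescence 405/540 nm; normalised to medium-only and DMSO wells, Hill fit.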
GPT2 inhibitor: Primary qHTS assay for inhibitors of Glutamate pyruvate transaminase 2 (GPT2). Alanine aminotransferase 2 (Homo sapiens), Q8TD30. hit rate 0.25% among 100,000. AID 1671188, 2021. Potency, µM (titrated, usually from 57.7 µM), for inactives: at the top dose activity change, negative = inhibition, actives largely listed as inhibitors. Recombinant GPT2, coupled pyruvate oxidase/HRP Amplex Red fluorescence; note: potency is the fitted concentration of half-maximal effect; nearly all actives have a fitted effect of over 60% in size; many of its hits are not listed in these tables
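Fluorescence read-out: pyruvate from GPT2 turnover coupled to pyruvate oxidase, HRP and Amplex Red (0.2mM ThPP, 0.2U/mL PO and HRP, 50uM Amplex final). Substrates 250uM a-KG, 2mM L-alanine; enzyme 10ng/uL; 30 min RT.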
HEK cytotox: Cytotoxic Profiling in HEK 293 Cell Line of Diverse Libraries Using Quantitative High-Throughput Screening; HEK 293 viability, ATP luminescence (CellTiter-Glo), 48-72 h; Potency, µM (top dose mostly 115 µM), inactives show at the top dose activity change, negative = cytotoxicity, usual class: inhibitors; hit rate 6.6% among 94,000; note: potency is the fitted concentration of half-maximal effect; nearly all actives have a fitted effect of over 60% in size
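HEK 293 seeded at 250 cells/well receive compound via pintool. After 48 or 72 hr at 37 degree Celsius, 5% CO2 and 95% humidity, CellTiter-Glo is dispensed and luminescence read following 10 min at room temperature.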
IP6K1 inh: Primary qHTS assay for small molecule inhibitors of Inositol hexaphosphate kinase 1 (IP6K1) | Inositol hexakisphosphate kinase 1 (Homo sapiens), Q92551 | IP6K1 kinase, ADP-Glo luminescence, 2 h; active compounds read low | activity change, % (series mostly up to about 58 µM) | hit rate 0.81% among 140,000; in the data active = activity change below about -25%
Target sequence (Q92551 whole entry, looked up): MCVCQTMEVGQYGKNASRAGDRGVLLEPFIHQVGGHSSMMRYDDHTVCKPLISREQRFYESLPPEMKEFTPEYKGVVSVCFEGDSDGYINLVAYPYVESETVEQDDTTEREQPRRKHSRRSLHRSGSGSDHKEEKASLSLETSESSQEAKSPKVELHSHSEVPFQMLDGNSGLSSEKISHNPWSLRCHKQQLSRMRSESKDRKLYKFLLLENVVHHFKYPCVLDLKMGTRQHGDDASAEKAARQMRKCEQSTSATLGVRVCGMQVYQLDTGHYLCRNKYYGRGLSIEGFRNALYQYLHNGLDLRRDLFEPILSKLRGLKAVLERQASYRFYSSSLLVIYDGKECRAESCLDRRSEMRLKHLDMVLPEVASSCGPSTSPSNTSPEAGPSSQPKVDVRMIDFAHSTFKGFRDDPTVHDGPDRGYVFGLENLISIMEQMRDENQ
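ADP-Glo luminescence measures ADP made by human IP6K1 during a 2 h RT reaction with ATP/IP6 (mix at 1.3 mM/130 uM); top library doses 57.5 and 19.1 uM final.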
* marks the source's active call; other numbers are inactive results; i = inactive; ? = inconclusive; . = no result given; & = joins results of further samples; [ ] = dose if it differs, or a comment. Unless noted, calls come from the whole dose curve; as a rule, active = well fitted curve in the direction sought with a large enough effect; inconclusive = small, poorly fitted or top-dose-only effect, or another doubt; inactive = no such curve, though single readings can be large; an effect the other way counts as inactive or inconclusive. Unless noted, % is set by controls: 0 for no effect and ±100 for the full control effect. An excerpt, so the mix of outcomes need not match the whole.

SMILES | SNCA expr inh | FLuc inh | NIH3T3 tox | HEK293 viab | GPT2 inhibitor | HEK cytotox | IP6K1 inh
O=C(c1ccc(Cl)cc1)N1CCC(Cc2nc(-c3cnccn3)no2)CC1 | 2% | 7% | 25µM* | 0% | ? | ? | 13
Cc1cccc(C)c1OCc1nc2c3cnn(-c4cccc(F)c4)c3ncn2n1 | -22% | . | . | 6% | . | . | 3
Cc1ccc(Cl)cc1NC(=O)N(C)CC1CCOC1 (stereo not drawn) | 9% | -5% | 3% | 10% | 3% | 6% | 26
C[C@@H](CN(C)C)CN1c2ccccc2Sc2ccccc21 | -22%[25.6 µM] | . | . | 24%[23.9 µM] | i | . | 1
CCN1CCCC1CNC(=O)c1cc(S(=O)(=O)CC)c(N)cc1OC (stereo not drawn) | 14% | . | . | 14% | 2%&-3% | . | -4
Cc1ccc(S(=O)(=O)N2CCCc3cc(NS(=O)(=O)c4ccc(C)c(C)c4)ccc32)cc1 | -1% | . | . | -10% | . | . | -3
Nc1cc(C(=O)N2CCc3onc(-c4ccc(-c5ccccc5)cc4)c3C2)[nH]n1 | -3% | ? | ? | ? | i | 18µM* | -11
Cc1c(C(=O)OCc2ccccc2)[nH]c2c1C(=O)CC(c1ccc(Cl)cc1)C2 (stereo not drawn) | 41%[activator] | . | . | 17% | . | . | 3
CCC(CC)c1nn2c(=O)cc(COc3ccc(NC(=O)c4cccc(C)c4)cc3)nc2s1 | -19% | . | . | -14% | . | . | 6
CCOc1ccc(NC(=O)Cn2c(=O)n(-c3ccccc3)c(=O)c3c4c(sc32)CCCC4)cc1 | 41%[activator] | . | . | 3% | . | . | -19
COc1cc2ncnc(Nc3cccc(Cl)c3F)c2cc1OC(=O)N1CCN(C)C[C@H]1C | . | . | . | ? | 0% | . | 6
Cc1cn2c(=O)cc(COc3ccccc3NC(=O)c3ccc(C(C)(C)C)cc3)nc2s1 | 0% | . | . | 14% | . | . | -7
O=C(c1ccc(Cl)cc1)N1CCC(N2CCCS2(=O)=O)CC1 | 6% | . | -11% | 14% | -3% | -15% | 12
CC(C)C[C@@H]1N[C@H](C(=O)N2CCCC2)Cc2c[nH]c3cccc1c23 | -7%[87.6 µM] | -17%[172 µM] | ? | -19%[87.6 µM] | ? | ? | -4
CCCCNC(=O)CSc1nc2cc3c(cc2c(=O)n1CCCC(=O)NCCc1ccc(OC)c(OC)c1)OCO3 | -1% | . | . | 0% | . | . | -10
C[S+](=O)([O-])c1ccc(-c2nc(C(=O)N3CCN(c4ncccn4)CC3)n3ccccc23)cc1 | 2% | . | ? | -9% | 1% | ? | -4
CCCn1ccnc1CN1CCc2nc(-c3ccc(Cl)cc3)[nH]c2C1 | 27% | ? | ? | -8% | -4%[11.5 µM] | ? | 41
Cc1ccc(S(=O)(=O)N(CCc2ccccc2)CC(=O)Nc2ccc(Br)cc2)cc1 | -7% | . | . | -7% | . | . | 23
CCOC(=O)c1sc2ncn(CC(=O)Nc3ccc(OCC)cc3)c(=O)c2c1C | -24% | . | . | 10% | . | . | 3
O=C(Nc1cnc2c(c1)CCC2)c1cccc(F)c1 | 166%[activator] | . | ? | 4% | -8% | -29% | 33
CN(C)[C@@H]1CN(C(=O)c2cc(F)cc(F)c2)C[C@H]1CO | 16% | -11% | -1% | 4% | i | -24% | -10
NC(=O)NCC(=O)N1CCc2c(cccc2S(=O)(=O)N2CCOCC2)C1 | -12% | -5% | 5% | -10% | 2% | i | 5
COc1ccc(OC)c(S(=O)(=O)N2CCC(CC(=O)NCc3ccccc3)C2)c1 (stereo not drawn) | -15% | -9% | -9% | 0%[12.5 µM] | 1% | -14% | -12
Cc1ccc(C2Cn3nnc(C(=O)NCc4ccc(F)cc4)c3CO2)cc1 (stereo not drawn) | 41%[activator] | 8% | -10% | -6% | i | -8% | 4
COc1cc(=O)n2c(c1C(=O)N1CCN(c3cc(C)ccc3C)CC1)CCCC2 | -3% | 0% | 2% | 1% | i | -26% | 13
O=C(c1ccc2c(c1)N(Cc1ccc(F)cc1)C(=O)c1ccccc1S2=O)N1CCC(Cc2ccccc2)CC1 (stereo not drawn) | ? | . | . | -6% | . | . | 13
Cc1ccc2nc(/C(C#N)=C/c3ccc(-c4cccc(Cl)c4)o3)[nH]c2c1 | 5% | . | . | ? | . | . | -3
COc1cc(OC)cc(C(=O)N2CCC3(CC2)N(C)C(=O)CS3(=O)=O)c1 | ? | 2% | i | -8% | 1% | 4% | -2
O=C1Nc2ccc(-c3ccccc3)cc2C(=O)N2CCN(C(=O)c3ccccc3)C[C@H]12 | -22%[87.6 µM] | -22%[172 µM] | ? | 3%[87.6 µM] | ? | 89µM* | -6
Cc1ccccc1NC(=O)CSc1nnc(-c2cccs2)o1 | 7% | . | . | -3% | . | . | -19

Nothing new here: 2 of the compounds above.
SMILES | SNCA expr inh | FLuc inh | NIH3T3 tox | HEK293 viab | GPT2 inhibitor | HEK cytotox | IP6K1 inh
CN(C)[C@@H]1CN(C(=O)c2cc(F)cc(F)c2)C[C@H]1CO | 16% | -11% | -1% | 4% | i | -24% | -10
NC(=O)NCC(=O)N1CCc2c(cccc2S(=O)(=O)N2CCOCC2)C1 | -12% | -5% | 5% | -10% | 2% | i | 5

The list continues.
SMILES | SNCA expr inh | FLuc inh | NIH3T3 tox | HEK293 viab | GPT2 inhibitor | HEK cytotox | IP6K1 inh
CN1[C@@H](CCC(=O)Nc2ccccc2)CNC(=O)[C@@H]2[C@H]1CCN2C1CCCCC1 | -19%[87.6 µM] | 8%[172 µM] | -25%[174 µM] | -2%[87.6 µM] | 4%[88.5 µM] | ? | -2
CCCCN(C)CCCNC(=O)Cn1ncc2c3ccccc3n(Cc3ccccc3)c2c1=O | -21% | . | . | -11% | . | . | -6
O=S(=O)(Nc1cccc(C(F)(F)F)c1)c1ccc(NS(=O)(=O)c2ccc3c(c2)OCCO3)cc1 | -14% | . | . | 9% | . | . | 18
CCOc1ccccc1NC(=O)CSc1nnc2[nH]c(=O)cc(C)n12 | 51%[activator] | . | . | 2% | . | . | 12
Cc1ccc(C)c(N2CCN(c3ncnc4c3nc3n4CCCCC3)CC2)c1 | 15% | . | . | -5% | . | . | 10
COc1cc(-c2cnc3ccccc3c2)cc2c1OCCNC2 | -5% | 17% | -23% | 8% | i | -7% | 11
Fc1ccc(OC2CN(Cc3ccsc3)C2)c(F)c1 | 47%[activator][87.6 µM] | . | -26%[138 µM] | 2%[87.6 µM] | -3%[88.5 µM] | ? | -8
COc1ccc(CCCc2nnc(SCC(=O)Nc3ccc(C)cc3C)o2)cc1 | -6% | . | . | 6% | . | . | -6
COc1cc(Cl)c(C)cc1NC(=O)Cn1ncc2c1-c1cc(C)ccc1OC2 | 3% | . | . | -2% | . | . | -2
CCC1CN(C(=O)N2CCC(C(=O)NCc3cc(OC)ccc3OC)CC2)c2ccccc2O1 (stereo not drawn) | -15% | . | . | 13% | . | . | -3
O=C(CCCN1CCC(O)(c2cccc(C(F)(F)F)c2)CC1)c1ccc(F)cc1 | -7% | . | . | 4% | -13%&-12% | . | 40
CC(C)CCNC[C@H]1O[C@H](Cc2cc(CN3CCCCC3)on2)CC[C@@H]1O | -16%[87.6 µM] | -15%[172 µM] | ? | ? | -12%[88.5 µM] | ? | 7
CCCCN(CC)C(=O)Cn1cc2c(n1)-c1c(oc(C(=O)N3CCCC3)c1C)CC2 | -20% | . | . | -3% | . | . | 9
CCCS(=O)(=O)N1CCC(C2CCN(C(=O)NC)CC2)C1 (stereo not drawn) | -11% | -10% | -3% | 4% | i | i | 10
O=C([C@H]1CCCN1)N1CCC2(CC1)Nc1ccccc1NC2=O | -3% | -10% | i | 2% | -23% | 4% | 7
CCc1ccc(CNC(=O)c2ccc(Cn3c(=O)c4cccn4c4cccnc43)cc2)cc1 | -24% | . | . | -1% | . | . | 1
O=C1C[C@@H]2CCN(C(=O)COc3ccccc3)C[C@@H]2CCN1Cc1ccc2c(c1)OCO2 | -9% | 10% | ? | -6% | 1% | -8% | 0
Cc1cccc(CC(=O)N2CCCC(c3nnnn3C)C2)c1 (stereo not drawn) | 29% | -2% | 2% | 1% | -3% | -15% | 10
Cc1cc(C(=O)N2CC(F)(F)C[C@H]2c2nnc(C)o2)no1 | 10% | -3% | i | -2% | i | i | 5
Cc1ccc2cc(CCC(=O)NCCCN(C)C)c(=O)[nH]c2c1 | -15% | -5% | -8% | -16% | i | 8% | 39
Cc1cc(-c2ccc(S(=O)(=O)NC3CCOC4(CCOCC4)C3)o2)on1 (stereo not drawn) | 21% | -4% | -20% | 5% | ? | -9% | -7
COc1ccc(CNc2nc(-c3ccco3)nn2S(=O)(=O)c2ccc(Cl)cc2)cc1OC | ? | . | . | -1% | . | . | -3
COc1ccc(CNC(=O)Cn2c(-c3cccc(Cl)c3)nc(C)c(CCO)c2=O)cc1OC | -1% | -3% | ? | -15% | -4% | ? | 2
CC(C)(C)C(=O)Nc1ccc(-c2nc3ccc(NC(=O)C(C)(C)C)cc3[nH]2)cc1 | 71%[activator] | . | . | 2% | . | . | -6
Cc1ccc(S(=O)(=O)c2nc(-c3ccc(F)cc3)oc2N2CCN(c3ccccc3)CC2)cc1 | -2% | . | . | 0% | . | . | 7
CC(C)NC(=O)N1CCN(S(C)(=O)=O)[C@@H](C(=O)N[C@H](Cc2c[nH]c3ccccc23)C(N)=O)C1 | 3% | 5% | i | -6% | 5% | -6% | -2
Cc1noc(C)c1[S+](=O)([O-])N1CCC2CC(=O)NCCC2C1 (stereo not drawn) | 6% | . | -1% | 2% | -4% | i | -7
Cc1ccccc1C(=O)N1CCC(n2c(=O)[nH]c3ccccc32)CC1 | 41%[activator] | . | 0% | 2% | -17% | -6% | -7
CCCNC(=O)N1CCCCCC1CN1CCC(OC)CC1 (stereo not drawn) | 1% | 9% | -19% | -1% | i | -11% | 2
CN1CCN(c2nc3c(c(=O)[nH]2)CCN(Cc2ccccc2C(F)(F)F)CC3)CC1 | -11% | 11% | -30% | -4% | -8% | 79µM* | 9
